NOD2 inhibition – NOD2 signaling inhibitors, cell-based, luminescence, uHTS, HEK293 (AID 1566); inhibition, % at 4 µM, or EC50 in µM where a hit was titrated; hit rate 0.63% among 290,000; HEK293 NOD2/NF-kB luciferase reporter, luminescence; higher % means a stronger effect; further: many of its hits are not listed in these tables
P. falciparum M1AAP – P. falciparum M1AAP inhibitors, biochemical, fluorogenic H-Leu-NHMec substrate, 1536-well (AID 1445); recombinant M1AAP, H-Leu-NHMec fluorogenic kinetic assay; higher % means a stronger effect; inhibition, % at 30 µM, or IC50 in µM where a hit was titrated; hit rate 0.42% among 220,000;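 active means primary inhibition above the hit cutoff, then over 50% inhibition at one or more dose response concentrations, cut at about 23% in these data, passing the limit was not always enough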;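 further: plate controls were DMSO full reaction for no effect and no enzyme background for full effect; strong numbers were not always called active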
SIAH1 antagonists – blockers of Siah-1 interaction with plectin peptide – biochemical, fluorescence polarization, rhodamine-plectin, uHTS, primary screen (AID 1817) | one-dose displacement, % at 20 µM; IC50 in µM for titrated hits | hit rate 0.02% among 290,000 | Siah-1 / rhodamine-plectin peptide fluorescence polarization; higher % means a stronger effect;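 active means displacement of at least 50% at 20 µM, with a fluorescence ratio check between 0.3 and a set limit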;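 further: plate controls were Siah plus tracer with DMSO for no effect and tracer alone without Siah for full effect; strong numbers were not always called active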
XIAP antagonists – XIAP antagonists, biochemical, IAP family, fluorescence polarization (AID 1018); XIAP BIR domain, fluorescence polarization peptide displacement; higher % means a stronger effect; displacement, % at 20 µM; hits with a dose series show IC50 in µM; hit rate 0.007% among 200,000; in the data active means displacement above about 50%; further: a part of the inactive calls stands beside numbers as strong as those of hits
LYP inhibition – PTPN22 lymphoid phosphatase activity blockers – biochemical, fluorescence intensity, uHTS (AID 1779); hit rate 0.054% among 290,000; one-dose inhibition, % at 11.5 µM; IC50 in µM for titrated hits; recombinant LYP phosphatase, fluorescence intensity; higher % means a stronger effect;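 further: plate controls were vehicle with enzyme for no effect and no enzyme for full effect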
ER stress rescue – rescue of cells from ER stress-induced death, primary screen, 384-well, CSM14.1, thapsigargin, ATP luminescence (AID 1222); cellular ATP content (survival), % at 20 µM; hits with a dose series show EC50 in µM; 190,000 tested, under 10 active; CSM14.1 thapsigargin-induced death rescue, ATP luminescence; higher % means a stronger effect;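 active means EC50 below 50 µM in the dose-response confirmation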;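 further: death triggered by thapsigargin at about 15 µM added after 2 h compound pretreatment; cell ATP read after overnight thapsigargin exposure of roughly 18 to 22 hours; normalized against plate controls of thapsigargin alone and 5% DMSO vehicle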
Lipid droplet – hepatic lipid droplet formation modulation | AID 1656 | AML12 mouse hepatocytes, oleate lipid droplets, BODIPY imaging | inhibition, % at 6.5 µM | hit rate 0.4% among 240,000;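 active means lipid droplet intensity inhibited by at least 50%, with more than 500 cells counted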
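material = mouse AML12 hepatocyte cell line, fixed after treatment | also added = 100 µM oleic acid challenge | doses = compound at 6.5 µM only | schedule = overnight exposure | technique = Image-based BODIPY and DAPI two-channel analysis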
M17LAP inhibition – P. falciparum M17LAP inhibitors, primary screen, biochemical, fluorogenic H-Leu-NHMec substrate, 1536-well (AID 1619). recombinant M17LAP, H-Leu-NHMec fluorogenic kinetic assay; higher % means a stronger effect. inhibition, % at 30 µM; hits with a dose series show IC50 in µM. hit rate 0.38% among 220,000;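 active means compound inhibiting the enzyme by more than half at any dose during confirmatory dose-response retesting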;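 further: plate controls were full reaction with DMSO carrier for no effect and no enzyme background for full effect; strong numbers were not always called active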
AID2073 – disruptors of CaV2.2 binding to Mint1 – biochemical, HTRF (AID 2073). HTRF protein-protein interaction, Mint1-CaV2.2; higher % means a stronger effect. inhibition, % at 20 µM; hits with a dose series show IC50 in µM. hit rate 0.19% among 290,000; in the data active means inhibition mostly above about 51%, no sharp cut-off; further: some results filed as inactive read as strong as hits
Lipid droplet cells 6.5 µM – also measured in Lipid droplet; calls as there; cell count; measured here: cell count, cytotoxicity flag;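 cells counted across two imaged fields per well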
An asterisk follows results filed as active. Unless noted, no stated cut-off is given here; in the data, active means inhibition above about 50%; inactive means the rest. Some of the compounds tested; count on the stated rates, not on these rows.

For O=C(CN1CCN(S(=O)(=O)c2ccccc2F)CC1)NC1CCCC1 the results were NOD2 inhibition 10%, SIAH1 antagonists 5%, XIAP antagonists 0.6%, LYP inhibition -7%, ER stress rescue -0.8%, Lipid droplet 16, AID2073 0% and Lipid droplet cells 6.5 µM 755.
Screening CCCCN1C(=O)/C(=C(/C#N)C(=O)N2CCCC2)c2ccccc21 returned NOD2 inhibition -9%, P. falciparum M1AAP 2%, SIAH1 antagonists 1%, LYP inhibition -2%, Lipid droplet 0, M17LAP inhibition -2%, AID2073 43% and Lipid droplet cells 6.5 µM 612.
`Cc1ccc(NC(=S)N2CCCC(c3nc4ccccc4[nH]3)C2)cc1` (stereo unspecified) gave NOD2 inhibition 11%, P. falciparum M1AAP -1%, SIAH1 antagonists 2%, XIAP antagonists -4.3%, LYP inhibition 2%, ER stress rescue 0.0%, Lipid droplet -1, M17LAP inhibition -5%, AID2073 -17% and Lipid droplet cells 6.5 µM 683.
Screening Cc1cc(C)nc(/N=C2\NC(=O)CC(C(=O)O)N2c2ccc(Cl)cc2Cl)n1 (stereo unspecified) returned NOD2 inhibition -9%, P. falciparum M1AAP -5%, SIAH1 antagonists 2%, XIAP antagonists -2.0%, LYP inhibition -5%, ER stress rescue -1.0%, Lipid droplet 1, M17LAP inhibition 24%, AID2073 3% and Lipid droplet cells 6.5 µM 720.
`COc1ccccc1CC(=O)NCC(c1ccco1)N1CCCCC1` (stereo unspecified) gave NOD2 inhibition -8%, P. falciparum M1AAP 2%, SIAH1 antagonists 5%, XIAP antagonists -12%, LYP inhibition -4%, ER stress rescue -1.9%, Lipid droplet -10, M17LAP inhibition -1%, AID2073 1% and Lipid droplet cells 6.5 µM 678.
For O=C(CSc1ccc2nnc(CCNS(=O)(=O)c3ccccc3)n2n1)Nc1nc2ccccc2s1 the results were NOD2 inhibition 22%, P. falciparum M1AAP 15%, SIAH1 antagonists -6%, XIAP antagonists 0.0%, LYP inhibition -8%, ER stress rescue -2.4%, Lipid droplet -26, M17LAP inhibition 8%, AID2073 -1% and Lipid droplet cells 6.5 µM 481.
Cc1nc2ccccn2c1-c1ccnn1S(=O)(=O)c1ccc(F)cc1 was read as NOD2 inhibition 3%, P. falciparum M1AAP 1%, SIAH1 antagonists -2%, LYP inhibition 0%, Lipid droplet -17, M17LAP inhibition 0%, AID2073 1% and Lipid droplet cells 6.5 µM 672.
`COC(=O)CCc1sc(NC2CCCCC2)nc1-c1ccc(OC)cc1` gave NOD2 inhibition 7%, P. falciparum M1AAP 4%, SIAH1 antagonists -1%, XIAP antagonists -0.6%, LYP inhibition -5%, ER stress rescue -8.6%, Lipid droplet 8, M17LAP inhibition 20%, AID2073 -12% and Lipid droplet cells 6.5 µM 648.
`O=C(CNC(=O)/C=C/c1ccco1)N=Nc1c(O)[nH]c2ccccc12` gave NOD2 inhibition 8%, SIAH1 antagonists 29%, LYP inhibition -5%, Lipid droplet -2 and Lipid droplet cells 6.5 µM 688.
Screening O=C(Cn1c(=O)oc2ccccc21)N1CCN(c2ccccc2)CC1 returned NOD2 inhibition 0%, P. falciparum M1AAP -4%, SIAH1 antagonists -2%, XIAP antagonists -12%, LYP inhibition -2%, ER stress rescue -0.2%, Lipid droplet 0, M17LAP inhibition -4%, AID2073 5% and Lipid droplet cells 6.5 µM 674.
Screening Cc1ccc2nc3c(cc2c1)CN(Cc1ccco1)C(=NCC1CCCO1)S3 (stereo unspecified) returned NOD2 inhibition -13%, P. falciparum M1AAP 12%, SIAH1 antagonists 3%, XIAP antagonists 0.0%, LYP inhibition 9%, ER stress rescue -2.0%, Lipid droplet -52, M17LAP inhibition 18%, AID2073 18% and Lipid droplet cells 6.5 µM 652.
For c1ccc(CN2CCN(c3nc(NCc4ccco4)c4ccccc4n3)CC2)cc1 the results were NOD2 inhibition -6%, P. falciparum M1AAP 2%, SIAH1 antagonists 6%, XIAP antagonists -3.8%, LYP inhibition 5%, ER stress rescue 1.1%, Lipid droplet -29, M17LAP inhibition -2%, AID2073 38% and Lipid droplet cells 6.5 µM 756.
COc1cc(C(c2nnnn2C(C)(C)C)N2CCN(C)CC2)cc(OC)c1OC (stereo unspecified) was read as NOD2 inhibition -13%, P. falciparum M1AAP -1%, SIAH1 antagonists -5%, XIAP antagonists -3.3%, LYP inhibition -4%, ER stress rescue 1.4%, M17LAP inhibition 1% and AID2073 4%.
CC1C(=O)Nc2ccccc2N1C(=O)c1c(F)cccc1F (stereo unspecified) was read as NOD2 inhibition -18%, SIAH1 antagonists 5%, LYP inhibition -3% and AID2073 13%.
Screening COc1ccc(C(=O)/C=C\c2ccc(NC(=O)c3cccs3)cc2)cc1 returned NOD2 inhibition -6%, P. falciparum M1AAP 12%, SIAH1 antagonists 3%, XIAP antagonists -2.2%, LYP inhibition 2%, ER stress rescue -1.3%, M17LAP inhibition -6% and AID2073 6%.
COC(=O)c1ccc(NC(=O)c2ccc(CN3CCOCC3)cc2)cc1 was read as NOD2 inhibition 12%, P. falciparum M1AAP -3%, SIAH1 antagonists 1%, XIAP antagonists 0.1%, LYP inhibition 3%, Lipid droplet 10, M17LAP inhibition -14%, AID2073 0% and Lipid droplet cells 6.5 µM 690.
Screening COc1ccc(C(=O)c2ncc(C(F)(F)F)cc2Cl)cc1 returned NOD2 inhibition 6%, P. falciparum M1AAP 1%, SIAH1 antagonists 0%, XIAP antagonists -8.1%, LYP inhibition -7%, ER stress rescue 0.4%, Lipid droplet 6, M17LAP inhibition -2%, AID2073 12% and Lipid droplet cells 6.5 µM 691.
Screening COc1cc(Cl)ccc1OCc1cc(C(=O)N2C[C@@H]3CCC[C@H]2C3)no1 returned NOD2 inhibition -45%, SIAH1 antagonists 0%, LYP inhibition -6%, Lipid droplet -22, AID2073 15% and Lipid droplet cells 6.5 µM 694.
Cc1ccc(C)c2[nH]c(=O)c(CN(CCCN(C)C)C(=O)NCc3ccccc3)cc12 was read as NOD2 inhibition 10%, P. falciparum M1AAP 6%, SIAH1 antagonists -5%, XIAP antagonists -2.5%, LYP inhibition -1%, ER stress rescue -3.2%, M17LAP inhibition 11% and AID2073 14%.
O=C(NC1CCS(=O)(=O)C1)c1ccc(N2CCCCC2)c([N+](=O)[O-])c1 (stereo unspecified) was read as NOD2 inhibition 7%, SIAH1 antagonists 6%, LYP inhibition -4%, Lipid droplet 25, AID2073 -4% and Lipid droplet cells 6.5 µM 626.
For Nn1c(SCc2ccc(C(=O)O)cc2)nnc1-c1ccc(Cl)cc1Cl the results were NOD2 inhibition 16%, SIAH1 antagonists 1%, LYP inhibition -1%, Lipid droplet 7, AID2073 -5% and Lipid droplet cells 6.5 µM 844.
`O=C(c1ccc(N2CCCCS2(=O)=O)cc1)N1CCN(c2ccccc2F)CC1` gave NOD2 inhibition 26%, SIAH1 antagonists 13%, LYP inhibition 1%, Lipid droplet -4, AID2073 -2% and Lipid droplet cells 6.5 µM 686.
`O=C(O)c1ccc2c(=O)n3c(nc2c1)/C(=C/c1cccc(Cl)c1Cl)CC3` gave NOD2 inhibition 14%, SIAH1 antagonists 6%, LYP inhibition -4%, Lipid droplet 17, AID2073 23% and Lipid droplet cells 6.5 µM 845.
For O=C(Nc1cc2c(oc1=O)CCCC2=O)c1ccccc1 the results were NOD2 inhibition 6%, P. falciparum M1AAP 3%, SIAH1 antagonists 9%, XIAP antagonists -0.4%, LYP inhibition -2%, ER stress rescue -0.4%, Lipid droplet 3, M17LAP inhibition 1%, AID2073 10% and Lipid droplet cells 6.5 µM 620.
`CCn1nc(C)c(CN2CCCC(CO)(Cc3ccccc3)C2)c1C` (stereo unspecified) gave NOD2 inhibition -4%, P. falciparum M1AAP 2%, SIAH1 antagonists 2%, XIAP antagonists -6.0%, LYP inhibition -1%, ER stress rescue -0.6%, Lipid droplet 8, M17LAP inhibition 2%, AID2073 8% and Lipid droplet cells 6.5 µM 711.
For O=C(CCn1nnc2ccccc2c1=O)NCC1CCC(C(=O)O)CC1 (stereo unspecified) the results were NOD2 inhibition 13%, P. falciparum M1AAP -11%, SIAH1 antagonists 0%, XIAP antagonists -19%, LYP inhibition -7%, ER stress rescue 1.9%, M17LAP inhibition 53% and AID2073 4%.
`Cc1cc(C)cc(NC(=O)CSc2nnc(-c3ccccc3Br)o2)c1` gave NOD2 inhibition -4%, P. falciparum M1AAP 7%, SIAH1 antagonists -3%, XIAP antagonists -4.6%, LYP inhibition -3%, ER stress rescue 0.3%, M17LAP inhibition 11% and AID2073 3%.
For O=C(CN1CCOc2ccccc21)NCc1ccc(Cl)cc1 the results were NOD2 inhibition -5%, P. falciparum M1AAP -7%, SIAH1 antagonists 3%, XIAP antagonists -5.8%, LYP inhibition -2%, ER stress rescue -1.7%, Lipid droplet -10, M17LAP inhibition 9%, AID2073 -4% and Lipid droplet cells 6.5 µM 743.
`O=C(NC1CCCCC1)C1CCN(C(=O)NCc2ccccc2)CC1` gave NOD2 inhibition 4%, P. falciparum M1AAP 15%, SIAH1 antagonists -1%, XIAP antagonists -13%, LYP inhibition -1%, ER stress rescue 2.4%, M17LAP inhibition 16% and AID2073 -5%.
Screening O=C(Nc1csc([N+](=O)[O-])c1)Nc1c(Cl)cccc1Cl returned NOD2 inhibition 8%, P. falciparum M1AAP 1%, SIAH1 antagonists 14%, LYP inhibition -6%, Lipid droplet -6, M17LAP inhibition 4%, AID2073 1% and Lipid droplet cells 6.5 µM 679.
Screening COc1ccc(-c2nc3ncccc3o2)cc1NC(=O)c1ccco1 returned NOD2 inhibition 17%, SIAH1 antagonists 1%, LYP inhibition -3%, Lipid droplet 16, AID2073 -4% and Lipid droplet cells 6.5 µM 818.
For CC(=O)Nc1ccc(NC(=O)c2ccco2)cc1 the results were NOD2 inhibition -8%, P. falciparum M1AAP 5%, SIAH1 antagonists 1%, XIAP antagonists -1.3%, LYP inhibition 37%, ER stress rescue -3.3%, Lipid droplet -1, M17LAP inhibition -6%, AID2073 -1% and Lipid droplet cells 6.5 µM 730.
`CN(c1ccccc1)S(=O)(=O)c1cccc(NC(=O)CN2CCc3ccccc3C2)c1` gave NOD2 inhibition -3%, P. falciparum M1AAP 9%, SIAH1 antagonists 0%, XIAP antagonists -6.7%, LYP inhibition 6%, ER stress rescue 0.6%, Lipid droplet 5, M17LAP inhibition -2%, AID2073 8% and Lipid droplet cells 6.5 µM 671.

2 compounds picked at random from the list so far, as already listed:
For O=C(CSc1ccc2nnc(CCNS(=O)(=O)c3ccccc3)n2n1)Nc1nc2ccccc2s1 the results were NOD2 inhibition 22%, P. falciparum M1AAP 15%, SIAH1 antagonists -6%, XIAP antagonists 0.0%, LYP inhibition -8%, ER stress rescue -2.4%, Lipid droplet -26, M17LAP inhibition 8%, AID2073 -1% and Lipid droplet cells 6.5 µM 481.
Cc1ccc(C)c2[nH]c(=O)c(CN(CCCN(C)C)C(=O)NCc3ccccc3)cc12 was read as NOD2 inhibition 10%, P. falciparum M1AAP 6%, SIAH1 antagonists -5%, XIAP antagonists -2.5%, LYP inhibition -1%, ER stress rescue -3.2%, M17LAP inhibition 11% and AID2073 14%.
